UBC9 SUMO inh – SUMOylation inhibition | AID 2006 | P63279 | inhibition, % at 35 µM | 290,000 compounds, 0.36% hits | HTRF SUMOylation assay, SAE1/SAE2 + UBC9, in vitro; in the data active = inhibition above about 50%, passing the limit was not always enough; also: strong numbers were not always called active
HCV NS3 hel inh – inhibitors of Hepatitis C virus NS3 helicase; NS3 helicase DNA unwinding, Cy5 molecular beacon fluorescence; inhibition, % at 10.9 µM; 290,000 compounds, 0.56% hits; AID 1800;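 active = inhibition above the mean of all tested compounds plus 3 SD, set per campaign, cut at about 35% in these data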;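 also: 0% = DMSO wells and 100% = thioflavine S control wells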
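assay system = NS3 helicase fragment of HCV | buffer or medium = MOPS pH 6.5, MgCl2, DTT, Tween20, BSA | timing = 60 min unwinding reaction at 25 °C after ATP addition | signal = Cy5 beacon fluorescence read at start and 1 h | read-out basis = % inhibition of unwinding | control set = low DMSO, high thioflavine S at 110 µM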
DNA FID counter – counter-screen for HCV NS3 helicase inhibitors: DNA intercalator displacement. 290,000 compounds, 0.17% hits. inhibition, % at 7.9 µM. DNA fluorescent intercalator displacement, fluorescence; in the data active = inhibition above about 37%;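 also: 0% = vehicle and 100% = reference compound; higher means more ethidium bromide displaced from hairpin DNA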
IDE act – IDE (human) activation, cell-based; HEK cells, FAbeta-B cleavage, fluorescence polarization; 0% vehicle, 100% cell-free pure enzyme wells; activation, % at 5.96 µM; 340,000 compounds, 0.073% hits;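 active = activation above the mean of all tested compounds plus 3 SD, set per screening campaign, cut at about 17% in these data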
Target sequence (P14735 whole entry, looked up): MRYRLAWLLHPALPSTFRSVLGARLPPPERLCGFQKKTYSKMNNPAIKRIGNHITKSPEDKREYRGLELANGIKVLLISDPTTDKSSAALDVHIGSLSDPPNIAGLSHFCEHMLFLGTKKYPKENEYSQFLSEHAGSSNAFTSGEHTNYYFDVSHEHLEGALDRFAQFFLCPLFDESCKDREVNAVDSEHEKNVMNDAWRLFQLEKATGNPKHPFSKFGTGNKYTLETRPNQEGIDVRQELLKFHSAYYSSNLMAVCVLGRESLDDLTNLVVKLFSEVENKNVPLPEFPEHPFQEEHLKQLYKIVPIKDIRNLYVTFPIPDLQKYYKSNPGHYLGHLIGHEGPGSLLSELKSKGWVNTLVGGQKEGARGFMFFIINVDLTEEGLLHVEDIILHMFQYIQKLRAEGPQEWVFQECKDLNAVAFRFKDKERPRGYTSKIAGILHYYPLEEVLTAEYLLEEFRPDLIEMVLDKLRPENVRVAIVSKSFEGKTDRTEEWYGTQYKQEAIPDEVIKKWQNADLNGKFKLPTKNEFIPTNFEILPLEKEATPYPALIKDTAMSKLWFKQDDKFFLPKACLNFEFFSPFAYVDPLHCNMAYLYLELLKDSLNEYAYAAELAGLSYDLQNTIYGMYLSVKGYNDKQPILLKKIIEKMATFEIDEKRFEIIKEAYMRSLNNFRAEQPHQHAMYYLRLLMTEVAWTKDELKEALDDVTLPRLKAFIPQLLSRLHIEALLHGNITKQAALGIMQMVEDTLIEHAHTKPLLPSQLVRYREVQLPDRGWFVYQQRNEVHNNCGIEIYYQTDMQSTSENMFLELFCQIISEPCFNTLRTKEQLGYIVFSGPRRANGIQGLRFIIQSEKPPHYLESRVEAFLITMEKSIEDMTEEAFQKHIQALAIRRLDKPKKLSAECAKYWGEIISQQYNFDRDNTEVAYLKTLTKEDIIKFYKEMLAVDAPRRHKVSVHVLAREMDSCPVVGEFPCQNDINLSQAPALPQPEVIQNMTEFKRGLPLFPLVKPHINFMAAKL
IMP-1 inh – inhibitors of Pseudomonas aeruginosa IMP-1 metallo-beta-lactamase. 290,000 compounds, 0.45% hits. inhibition, % at 5.6 µM. AID 1556. purified IMP-1, nitrocefin hydrolysis, epi-absorbance fluorescence;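 active = inhibition above the mean plus 3 SD of all compounds in the same screening run, cut at about 4.5% in these data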;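 also: 0% = IMP-1 with DMSO and 100% = DMSO wells lacking enzyme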
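System: purified IMP-1 / Input: IMP-1 dispensed at 0.2 nM / Medium: 50 mM HEPES pH 7.1, 50 µM ZnSO4, 0.05% Brij 35 / Timing: 15 min enzyme–compound preincubation, then 25 min nitrocefin reaction, 25 °C / Technique: plate fluorescence quenching by hydrolysis product, ex 480/em 530 nm / Repeats: singlicate testing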
IDE inh – cellular human IDE inhibition. HEK cells, FAbetaB cleavage, fluorescence polarization. inhibition, % at 5.59 µM. 320,000 compounds, 0.41% hits. AID 434962;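 active = percent inhibition above the average of all tested compounds plus 3 SD, set per screening campaign, cut at about 16% in these data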;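 also: IDE supplied by intact live HEK cells; FP after avidin binding of uncleaved biotin substrate so inhibition keeps polarization high; 0% = DMSO wells and 100% = 60 µM reference IDE inhibitor Ii1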
VIM-2 inh – blocks Pseudomonas aeruginosa VIM-2 metallo-beta-lactamase; inhibition, % at 5.6 µM; purified VIM-2, nitrocefin hydrolysis, epi-absorbance fluorescence; 290,000 compounds, 0.89% hits;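 active = inhibition above the mean of all tested compounds plus 3 SD, cutoff set per screening run, cut at about 7.5% in these data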;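 also: red hydrolysis product quenches plate fluorescence so inhibitors raise well fluorescence; 0% = enzyme with DMSO and 100% = DMSO without enzyme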
pCIP destab – lowers stability of the mouse p/CIP coactivator protein | Q05BA5 | F442A p/CIP-EGFP cells, EGFP fluorescence, 16 h | decrease of EGFP signal, % at 10 µM | 290,000 compounds, 0.01% hits | AID 1984;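 active = EGFP signal decrease of at least 30% at 10 µM or well 3 SD below plate mean, unless failing retest; inactive = the rest, including hits failing retest or dose response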; also: some compounds called inactive have numbers as strong as hits; many of its hits are not listed in these tables
M18AAP inhibitor – blocks P. falciparum M18 aspartyl aminopeptidase; inhibition, % at 7.35 µM; recombinant PfM18AAP, H-Glu-NHMec fluorogenic cleavage; 290,000 compounds, 1.2% hits; AID 1822;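 active = inhibition above the campaign mean inhibition over all tested compounds plus 3 SD, cut at about 28% in these data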;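 also: 0% = plate median of test compound wells and 100% = 2 mM ZnCl2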
The depositor's hits bear a star; / = no result given. Outcome played no part in choosing rows; any-hit rate near 3.6%.

Screens in order – UBC9 SUMO inh, HCV NS3 hel inh, DNA FID counter, IDE act, IMP-1 inh, IDE inh, VIM-2 inh, pCIP destab, M18AAP inhibitor
CC(=O)c1ccc(OC(C)c2nc3ccccc3s2)cc1 (configuration not stated)
→ -9, 2, -35, -2, -3.3, -2, -2.6, -12, 5
CCCOc1ccc(Cc2c(Cl)nc(SC)nc2NC)cc1
→ -15, -5, -8, 3, -0.9, -7, 1.0, -10, -5
Cc1ccc(C(C(=O)NCC2CCCO2)N(C(=O)c2snc(C(N)=O)c2N)c2ccc(C(C)C)cc2)o1 (configuration not stated)
→ -2, -9, -41, 1, -4.4, 6, -5.8, 0, 4
O=C(Nc1ccc(N2CCCC2)cc1)c1cc(Cl)ccc1Cl
→ -2, -19, -6, 3, -2.5, 2, -1.4, 2, 20
CCOCCn1c(C(C)O)nc2ccccc21 (configuration not stated)
→ -5, -1, 2, -4, 0.5, -3, -0.6, -4, -2
Cn1ncc(Br)c1NC(=O)c1ccco1
→ -11, 1, -2, 1, -0.6, 5, -1.4, 8, -5
Cc1nc(-c2cccc(S(=O)(=O)N3CCCCCC3)c2)cs1
→ 1, 4, -17, -1, -4.7, 2, -2.7, -2, 2
Cc1ccc(C2=Nc3c(ccc4ccccc34)C(c3ccncc3)=NN2)cc1
→ -10, 14, -16, 1, -0.3, /, -0.9, -4, -2
CSc1ccccc1OCc1cc(C(=O)N2C[C@H]3CC[C@H]2C3)no1
→ -5, -5, -27, 1, -2.0, 2, -2.0, -1, 2
Cc1ccc(NS(=O)(=O)c2ccc(NC(=O)C(C)Sc3ccc(Cl)cc3)cc2)c(C)c1 (configuration not stated)
→ -32, -9, -5, 2, -2.3, 5, 0.7, -1, -5
O=C(c1ccc(Cl)cc1)C1CCCN(C(=O)/C=C/c2ccccn2)C1 (configuration not stated)
→ 0, -5, -36, 2, -1.8, -4, -1.6, 0, 0
COc1c2ccccc2nc2ccccc12
→ 16, -2, -1, 2, 1.2, -3, 2.7, -12, -7
O=C(NC1CCCCC1)C(=O)c1c(-c2ccccc2)[nH]c2ccccc12
→ 5, -1, -9, -2, -1.9, -3, -2.8, -6, 1
CCS(=O)(=O)c1nc(S(=O)(=O)c2ccc(C)cc2)c(N2CC(C)OC(C)C2)s1 (configuration not stated)
→ 11, -2, -31, -1, -2.2, 1, -0.8, 8, -1
CCN(CC)CCCNC(=O)c1cn(CC)c2ccc(S(=O)(=O)N(C)C3CCCCC3)cc2c1=O
→ 7, -27, 14, 4, -2.1, 0, -2.2, 7, 4
CC(C)C(NC(=O)c1ccccc1NC(=O)c1ccco1)C(=O)O (configuration not stated)
→ 5, -6, -12, 3, -5.0, 3, -4.0, -14, -6
O=C1C2CC=CCC2C(=O)N1c1n[nH]c(CCc2ccccc2)n1 (configuration not stated)
→ 4, 6, -2, 4, -3.1, 5, -2.1, 4, -3
O=S(=O)(c1ccccc1)n1ccc(-c2cnc(-c3ccccc3)s2)n1
→ -25, 1, 0, 2, -3.9, 10, -2.8, -4, 3
CC(=O)NCCc1nc2ccccc2n1CCOc1cccc(C)c1
→ 7, -1, -18, -1, -3.2, 2, -1.8, 0, -1
COc1cccc(NC(=O)CCP(C)(=O)O)c1
→ -11, 5, 1, -3, -0.6, 8, -1.8, 0, -2
CCOc1cc(N2CCOCC2)c(OCC)cc1NC(=O)c1ccc(OC)cc1
→ 3, -11, -30, 6, -3.5, -5, -1.2, 1, -1
COc1ccc(C2CC(c3ccccc3)=NN2C(=O)COC(=O)c2cccc(S(=O)(=O)N(C)C)c2)cc1 (configuration not stated)
→ -7, -27, -22, -1, -1.5, 6, 1.4, 1, -12
Cc1cc(C(=O)Nc2cnn(Cc3ccc(Cl)cc3Cl)c2)no1
→ -12, -7, -19, -2, -3.9, 2, 1.3, -2, 2
COc1cc(/C=N/NC(=O)C2COc3ccccc3O2)ccc1O (configuration not stated)
→ 22, -11, -7, 3, -2.2, 1, -3.3, -15, -11
O=C(CC1S/C(=N/N=C/c2cccnc2)NC1=O)Nc1ccccc1 (configuration not stated)
→ 8, -11, -12, -1, -2.1, -7, -0.9, 8, 5
CC(=O)N[C@@H](Cc1c[nH]c2ccccc12)C(=O)OCC(=O)Nc1ccc(S(=O)(=O)N(C)C)cc1
→ 4, -11, -12, 1, -2.8, 3, -4.0, 7, 0
O=C(CSc1ccc(-c2ccc(F)cc2)nn1)N1CCN(c2ccccc2)CC1
→ 4, -11, -2, 1, -3.1, 6, -0.9, 1, -5
CCOC(=O)N1CCN(C(=O)c2ccc3c(SCC(=O)O)c4c(nc3c2)CCC4)CC1
→ 16, 5, -43, 5, -3.2, 1, -4.6, -15, 2
C[C@H](NC(=O)[C@@H]1Cc2ccccc2CN1C(=O)OC(C)(C)C)C(=O)NC1CCCCC1
→ 10, 8, -40, 8, -2.2, -7, -2.4, -14, -13
COC(=O)c1ccc(OCC(=O)c2ccc(O)cc2O)cc1
→ -3, 19, -3, 1, -1.3, 5, 0.6, 7, -14

3 records picked at random from those above, as already listed:
Screens in order – UBC9 SUMO inh, HCV NS3 hel inh, DNA FID counter, IDE act, IMP-1 inh, IDE inh, VIM-2 inh, pCIP destab, M18AAP inhibitor
O=S(=O)(c1ccccc1)n1ccc(-c2cnc(-c3ccccc3)s2)n1
→ -25, 1, 0, 2, -3.9, 10, -2.8, -4, 3
COc1cccc(NC(=O)CCP(C)(=O)O)c1
→ -11, 5, 1, -3, -0.6, 8, -1.8, 0, -2
Cc1nc(-c2cccc(S(=O)(=O)N3CCCCCC3)c2)cs1
→ 1, 4, -17, -1, -4.7, 2, -2.7, -2, 2

Remaining list, next part.
Screens in order – UBC9 SUMO inh, HCV NS3 hel inh, DNA FID counter, IDE act, IMP-1 inh, IDE inh, VIM-2 inh, pCIP destab, M18AAP inhibitor
CCN(CC)C(=O)c1sc(NC(=O)c2ccncc2)c(C(=O)OC)c1C
→ 11, 8, -19, 1, -6.0, -4, -0.1, -9, 6
Cc1ccc(S(=O)(=O)N2CCCC2C(=O)Nc2nc3ccccc3s2)cc1 (configuration not stated)
→ -1, 10, -9, -2, -4.0, -3, -2.8, 10, -13
Cn1c(NCCN2CCOCC2)nc2c1c(=O)n(Cc1cccc(Cl)c1)c(=O)n2C
→ 2, -9, -4, -3, -3.0, 2, -3.3, -1, -14
Cc1nc2c(=O)[nH]c(=S)n(C)c2nc1C
→ 12, 3, 0, -5, -2.5, 3, -2.2, 8, 10
CC(C)c1ccc(NC(=O)CSc2nnc(CN3CCOCC3)n2C)cc1
→ 10, -5, -27, -27, -2.2, 17*, -3.4, -8, -1
Clc1cccc(-c2nnc(-c3ccccc3)o2)c1
→ -6, -16, -2, 2, 2.3, 11, 2.6, -9, -13
COc1cccc(C(c2nnnn2CS(=O)(=O)c2ccc(C)cc2)N2CCN(C)CC2)c1OC (configuration not stated)
→ 5, -26, 41*, -3, 0.5, 3, 2.2, 0, -10
O=C(Nc1cccc(Br)c1)c1ccn[nH]1
→ 7, -4, 3, 8, -3.6, 5, -3.9, -4, 9
CC1(C)CC(=O)C(C2NCCc3ccccc32)=C(O)C1 (configuration not stated)
→ 1, -13, -1, 4, -2.2, 3, -1.5, 4, -3
CC(=O)Nc1ccc(S(=O)(=O)Nc2cccc3[nH]ncc23)cc1
→ 5, -2, 2, 6, -5.2, 0, -5.7, 7, 8
COc1ccc(C(=O)NCc2nnc(SCC(=O)N3CCCC3)o2)cc1
→ 4, -6, -7, 6, -2.6, 6, -2.8, 7, 2
O=C(NC1CCCCCCC1)c1cccnc1
→ 0, 5, 0, 2, -1.8, 4, 0.0, 5, 1
C/C(=N\Nc1cc(C)nc(NCc2ccccc2)n1)c1ccc([N+](=O)[O-])cc1
→ -13, -22, 3, -6, -3.5, 0, -2.6, -4, -1
CCOC(=O)C1(Cc2cccc(Cl)c2)CCCN(C2CCN(C(C)=O)CC2)C1 (configuration not stated)
→ -4, -13, -5, -2, -2.2, -2, -1.5, 4, 6
O=C(O)c1nc2ccccc2nc1C(=O)O
→ 6, -4, 6, 1, -3.7, 0, -3.7, 0, 7
Cc1cc(=O)n2nc(N3CCC(C(=O)NCCc4ccccc4)CC3)sc2n1
→ -7, -5, -18, 6, -3.0, 0, -1.9, 7, -7
CCN(Cc1ccccc1)C(=O)Cn1cnc2c1c(=O)n(C)c(=O)n2C
→ 0, -1, -4, -3, 3.4, -6, -1.0, -30, 2
CSc1ncccc1C(=O)OCc1ccc([N+](=O)[O-])cc1
→ 9, 0, 1, 3, -3.2, -3, -3.0, -10, -4
CCOc1ccc(C(C)NC(=O)c2ccccc2OCc2c(C)noc2C)cc1OCC (configuration not stated)
→ 2, -1, -59, 2, -2.8, 6, -1.7, 19, -3
O=C(Nc1ccc(N2CCN(C(=O)c3ccco3)CC2)c(Cl)c1)c1cccnc1
→ -8, 3, -22, -3, -3.0, 2, -1.6, 10, 2
COc1cc(Nc2nnc(C)s2)c(Cl)cc1Cl
→ 4, 4, -7, 2, -3.2, 2, -0.5, -2, 0
CC1(C)C(c2ccccc2)=NC(c2ccc(F)cc2)N1O (configuration not stated)
→ 9, 12, -1, -3, 0.3, -2, 2.6, -3, 10
Cc1ccc(/C=C2\SC(=S)N(CCC(=O)NNC(=O)c3ccncc3)C2=O)cc1
→ -3, -1, -9, /, -2.3, 2, -1.3, -7, -2
OC(CN1C2=NCCCN2c2ccccc21)c1ccc(Br)cc1 (configuration not stated)
→ 10, -7, 9, 4, -1.0, -7, -1.7, -7, 12
CCOC(=O)c1sc(=NC(=O)CCS(=O)(=O)c2ccccc2)n(C)c1C
→ 11, -14, -4, 4, -0.7, 0, -0.6, -7, -2
CCCCOc1cccc(C(=O)NC(=S)Nc2cccnc2)c1
→ -1, 1, -9, -8, 1.4, 3, -2.1, 2, 5
COc1cc2c(cc1OC)CN(C(=O)c1ccccc1C(=O)O)CC2
→ 12, 11, 7, 2, -3.3, -5, -3.0, -2, -1

High-throughput results from PubChem BioAssay.
